Screening results (PubChem BioAssay)
S3 lipid droplet: qHTS Assay for Lipid Storage Modulators in Drosophila S3 Cells; AID 2685; Potency in µM for hits, for the others lipid storage change, negative = inhibition, % at the top dose, mostly 46.1 µM; 320,000 compounds, 0.64% hits; Drosophila S3 cells, BODIPY lipid droplet fluorescence, 18-24 h; cells fed with added oleic acid; active = well fitted inhibition curve with a large enough effect in the signal ratio, with a control signal flat, not every such curve was filed as active; inconclusive = small, poorly fitted or top-dose-only effect, or effect the other way, or a change in a side signal; the % refers to the signal ratio
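Drosophila S3 cells got compounds at several concentrations plus oleic acid (400 uM solution). Laser-scanning cytometry with 488 nm excitation read lipid droplets at 500-530 nm and cells at 575-640 nm. Percent activity was relative to 20 uM Triacsin C.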
S3 lipid droplet cell count max: recorded beside S3 lipid droplet, whose call it bears; cell number change, %; measured here: cell count max response;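 cells counted by Cell Tracker Red CMTPX staining in the red channel; peak over a dose series mostly up to 46.1 µM; percent activity relative to internal control wells on each plate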
Numbers without * were called inactive; i = inactive; ? = inconclusive; / = not tested or not shown; [ ] = another dose, or the depositor's remark. % is set by controls: 0 for no effect and ±100 for the full control effect; potency is the fitted concentration of half-maximal effect. A portion of the library (hit frequency here may not be typical).

entry | Compound | S3 lipid droplet | S3 lipid droplet cell count max
1 | COc1ccccc1NCC(=O)NNC(C)C(=O)Nc1cccc(Cl)c1 (stereo not given) | ? | /
2 | CCOc1cccc2sc(N(CCN(C)C)C(=O)c3ccc4c(c3)OCCO4)nc12 | ? | /
3 | CC(=O)c1cccc(NC(=O)/C(=C\c2cccnc2)NC(=O)c2ccc(C)cc2)c1 | ? | /
4 | CCC(C)C(=O)Nc1nc(C)c(-c2csc(Nc3cc(Cl)ccc3OC)n2)s1 (stereo not given) | ? | /
5 | Cc1nc(C)c(-c2ccc(SCc3ccc(Cl)cc3)nn2)s1 | ? | /
6 | CCOc1ccc(C=Nc2cccc3ncccc23)cc1 | -15.3% | /
7 | COc1ccc(OC)c(C2C3=C(CC(C)(C)CC3=O)Nc3nnnn32)c1 (stereo not given) | 2.8% | -6.8
8 | Cc1cc(O)c(C(=O)Cc2csc(C)n2)c(O)c1 | -2.6% | 10.4
9 | Cc1cc(C)nc(Nc2n[nH]c(C)n2)n1 | 11.4% | 20.6
10 | COCCn1cc(C(=O)NCCCN2CCC(C)CC2)c2c3ccccc3n(C)c2c1=O | ? | /
11 | COC(=O)c1ccc(C(=O)NC(=S)Nc2ccc3nc(SC)sc3c2)cc1 | -4.3% | 6.6
12 | COc1ccc(N(CC(=O)NCCc2ccc(Cl)cc2)S(=O)(=O)c2c(C)[nH]c(=O)[nH]c2=O)cc1 | 3.5% | 26.2

A run of entries of the results above:
entry | Compound | S3 lipid droplet | S3 lipid droplet cell count max
1 | COc1ccccc1NCC(=O)NNC(C)C(=O)Nc1cccc(Cl)c1 (stereo not given) | ? | /
2 | CCOc1cccc2sc(N(CCN(C)C)C(=O)c3ccc4c(c3)OCCO4)nc12 | ? | /
3 | CC(=O)c1cccc(NC(=O)/C(=C\c2cccnc2)NC(=O)c2ccc(C)cc2)c1 | ? | /
4 | CCC(C)C(=O)Nc1nc(C)c(-c2csc(Nc3cc(Cl)ccc3OC)n2)s1 (stereo not given) | ? | /
5 | Cc1nc(C)c(-c2ccc(SCc3ccc(Cl)cc3)nn2)s1 | ? | /

More records
entry | Compound | S3 lipid droplet | S3 lipid droplet cell count max
13 | COc1ccc(CCC(=O)NNC(=O)c2ccc(F)cc2)cc1 | 20.9% | 5.6
14 | COc1ccc(N2C(=O)CSC(c3ccccc3)C2=O)cc1 (stereo not given) | ? | /
15 | Cc1ccc(Cc2c(C)nc3nc(SCC(=O)NCCCN4CCCCC4)nn3c2C)cc1 | ? | /
16 | CC(C(=O)Nc1cccnc1)N1C(=O)c2ccccc2C1=O (stereo not given) | -1.7% | -6.3
17 | O=C(NCc1ccco1)Nc1ccccc1Cl | ? | /
18 | CC1=C(C(=O)OC(C)C)C(c2ccccc2)NC(=O)N1C (stereo not given) | i | /
19 | O=[N+]([O-])c1cccc(-c2cn3ccccc3n2)c1 | -5.3% | 0.1
20 | O=C(Nc1ccc(C(=O)N2CCOCC2)cc1)c1cc(-c2cccnc2)nc2ccc(Cl)cc12 | -9.6% | 26.8
21 | COc1ccccc1N1C(=O)C2C(c3ccccc3F)NN(C(=O)c3ccc(C)cc3)C2C1=O (stereo not given) | 6.6% | -0.3
22 | COc1cc(OC)cc(C(=O)NCC(=O)OCC(=O)NC(C)(C)C)c1 | -3.4% | 16.7
23 | CCCC(=O)NC(=S)Nc1cccc(NC(=O)c2ccccc2Cl)c1 | 12.5% | -0.4
24 | CCCn1c(SCC(=O)N2c3ccccc3Sc3ccccc32)nc2ccccc21 | ? | /

Quoted from the listing:
In S3 lipid droplet, cpd 13 shows 20.9%
In S3 lipid droplet cell count max, cpd 16 shows -6.3
In S3 lipid droplet, cpd 23 shows 12.5%
In S3 lipid droplet, cpd 21 shows 6.6%
In S3 lipid droplet, cpd 22 shows -3.4%

4 entries from above, field by field:
13	COc1ccc(CCC(=O)NNC(=O)c2ccc(F)cc2)cc1
- S3 lipid droplet: 20.9%
- S3 lipid droplet cell count max: 5.6

17	O=C(NCc1ccco1)Nc1ccccc1Cl
- S3 lipid droplet: ?
- S3 lipid droplet cell count max: /

21	COc1ccccc1N1C(=O)C2C(c3ccccc3F)NN(C(=O)c3ccc(C)cc3)C2C1=O (stereo not given)
- S3 lipid droplet: 6.6%
- S3 lipid droplet cell count max: -0.3

16	CC(C(=O)Nc1cccnc1)N1C(=O)c2ccccc2C1=O (stereo not given)
- S3 lipid droplet: -1.7%
- S3 lipid droplet cell count max: -6.3

Other entries follow.
entry | Compound | S3 lipid droplet | S3 lipid droplet cell count max
25 | Cc1cc(C)cc(NC(=O)CCN2CCCC2)c1 | 0.6% | 0.1
26 | Cc1ccccc1/C=C/C(=O)c1ccc([N+](=O)[O-])o1 | ? | /
27 | CCC(C(=O)OC)n1cnc2c(nnn2-c2cccc(Cl)c2)c1=O (stereo not given) | ? | /
28 | COC(=O)c1ccc(CNC(=O)CSc2nc3sc(C)c(C)c3c(=O)n2C)o1 | ? | /
29 | CC1Cc2ccccc2N1CC(=O)Nc1ccc(N2CCOCC2)cc1 (stereo not given) | ? | /
30 | O=C(CNc1ccc(F)cc1F)NC(=O)NCc1ccco1 | -8.3% | -2.0
31 | CN1CCC(OC(=O)COc2ccc(C(C)(C)C)cc2)CC1 | ? | /
32 | COc1ccc(C2C3=C(CCCC3=O)Nc3nc(-c4cc(OC)c(OC)c(OC)c4)nn32)cc1OC (stereo not given) | ? | /
33 | O=C(COc1ccc(S(=O)(=O)N2CCOCC2)cc1Cl)NCCN1CCOCC1 | ? | /
34 | CCn1ccnc1CN(C)C(=O)c1ccc(OC2CCN(CCc3ccccc3)CC2)cc1 | ? | /
35 | Cc1cc(NC(=O)CSc2nnc(-c3c[nH]c4ccccc34)n2-c2ccc(F)cc2)no1 | i | -0.5
36 | CCc1cccc(NC(=S)N2CCC(c3ccccc3)C2)c1 (stereo not given) | ? | /
37 | Cc1cc2c(ncn2Cc2ccccc2)c([N+](=O)[O-])c1C | -10.4% | -0.9
38 | Cc1cccc(C(=O)O)c1NC(=O)c1ccc(F)cc1 | 0.1% | -2.1
39 | CCOc1ccccc1N(C(=O)c1snc(C(N)=O)c1N)C(C(=O)NCc1ccccc1)c1ccc(O)cc1 (stereo not given) | ? | /
40 | Cc1ccc(OCC(=O)Nc2cccc3nsnc23)c(C)c1 | ? | /
41 | O=C(Nc1ccc(F)cc1)N1CCN(C/C=C/c2ccccc2)CC1 | 10.1% | -19.7
42 | Cc1nc2ccccc2c2nc3ccccc3n12 | ? | /
43 | Cc1cc(Cl)c(OCCCCNC(C)(C)C)c(Br)c1 | 3.0% | -5.9
44 | CC(C)(C)OC(=O)CNC(=O)c1[nH]cnc1C(=O)NCC(=O)OCc1ccccc1 | ? | /
45 | COc1cc(OC)cc(-c2nc3cc(C)ccc3o2)c1 | i | /
46 | O=C(Cc1csc(N2CCOCC2)n1)N/N=C/c1ccccc1C(=O)O | 7.9% | 0.6
47 | Cc1cc(C)c(S(=O)(=O)N2CCN(S(=O)(=O)N3CCOCC3)CC2)c(C)c1 | i | 9.1
48 | Cc1nn2c(NCCCN(C)C)c3c(nc2c1-c1ccccc1)CCC3 | 0.6% | 3.7
49 | C[C@H](NC(=O)c1ccccc1Cl)C(=O)OCC(=O)NNC(=O)c1cccs1 | ? | /
50 | Cc1cccc(C(=O)Nc2nnc(COc3ccccc3)s2)c1 | 15.2% | 0.6
51 | Cc1ccc2[nH]c(=O)c(CNC(C)(C)C)cc2c1 | ? | /
52 | O=C(NC(C(=O)N1CCCC1C(=O)O)=C1CCCCC1)c1ccccc1 (stereo not given) | 10.0% | -7.1
53 | CCCCN(C(=O)c1cccc2c(=O)c(C)c(-c3ccccc3)oc12)c1ccccc1 | ? | /
54 | CC(=O)c1ccc(S(=O)(=O)N(C)CCCC(=O)N2CCN(c3ncccn3)CC2)cc1 | ? | /
55 | COC(=O)c1ccc(Nc2ncnc3sccc23)cc1 | ? | /
56 | COc1ccccc1OCCn1c(=O)n(C)c2ccccc21 | ? | /
57 | O=C(Nc1cccc(S(=O)(=O)N2CCOCC2)c1)C1CCCN(C(=O)c2ccc(Cl)cc2)C1 (stereo not given) | -19.0% | 2.1
58 | Cc1ccc(NC(=O)NCc2cccnc2)cc1Cl | i | -7.9
59 | O=C(O)c1ccc2c(c1)C(=O)N(c1cccc(S(=O)(=O)Nc3cccc(C(F)(F)F)c3)c1)C2=O | ? | /
60 | CC(=O)Nc1ccc(S(=O)(=O)N2CCN(Cc3nc4sc(C)c(C)c4c(=O)[nH]3)CC2)cc1 | -0.9% | 2.2
61 | Cc1ccc(S(=O)(=O)N(C)CCCC(=O)Nc2ccc(F)cc2)cc1 | 4.3% | -11.6
62 | Cc1ccc(S(=O)(=O)NCCc2cn3nc(C)c(C)nc3n2)cc1C | i | -1.1
63 | COC(=O)C1=C(N)OC2=C(C(=O)CCC2)C1c1ccc2c(c1)OCO2 (stereo not given) | 18.9% | -5.2
64 | N#Cc1c2n(c3c(=O)n(Cc4ccc(Cl)cc4)cnc13)CCCCC2 | ? | /
65 | NC(=O)CC(NC(=O)Cc1ccc(Cl)cc1)c1ccc(NCCc2ccccc2F)c([N+](=O)[O-])c1 (stereo not given) | 0.8% | -7.1
66 | O=C(Nc1ccc(Cc2nc3ccccc3s2)cc1)c1ccncc1 | ? | /
67 | COC(=O)c1ccc(-c2ccc(C(c3c(C)[nH][nH]c3=O)c3c(C)[nH][nH]c3=O)o2)cc1 | -0.6% | 1.4
68 | COc1cc(C)c(NC(=S)Nc2ccc(C)c(Cl)c2)cc1OC | ? | /
69 | COc1ccccc1N1CCN(C(=O)C2CCN(S(=O)(=O)c3ccccc3)CC2)CC1 | 1.4% | /
70 | Cc1ccccc1-n1c(SCC(=O)NC(N)=O)nc2sc(-c3ccccc3)cc2c1=O | ? | /
71 | Cc1ccc(NC(=O)C(c2ccccc2)N(C)C)cc1Cl (stereo not given) | ? | /
72 | COC(=O)C1CN(C(=O)C(C)Oc2ccccc2Cl)c2ccccc2O1 (stereo not given) | 15.0% | 9.7
73 | O=C(COC(=O)c1cccs1)NCCN1C(=O)CSC1=O | i | 9.9
74 | CC(=O)N1CCN(c2ccc(NC(=O)c3ccc(OCc4ccccc4)cc3)cc2)CC1 | ? | /
75 | COc1ccc(-c2noc(C(C)NC(=O)c3ccco3)n2)cc1OC (stereo not given) | ? | /
76 | CN(C)c1oc(/C=C/c2cccs2)nc1S(=O)(=O)c1ccccc1 | ? | /
77 | CC1=C(C(=O)Nc2ccccc2C)C(c2cccs2)NC(=S)N1 (stereo not given) | ? | /
78 | CCc1ccccc1NC1=NCC(=O)N1Cc1ccccc1 | 15.2% | -28.0
79 | Cc1ccc(-c2nn(C)c(=O)c3ccccc23)cc1CNC(=O)CN1CCOCC1 | i | /
80 | O=C1N(Cc2cccc(Cl)c2)C[C@@H]2C[C@@H](c3cccc4ncccc34)N3CCC[C@@]123 | -2.8% | -20.4
81 | COc1ccc(NS(=O)(=O)c2cc(NC(=O)c3cccs3)ccc2N2CCOCC2)cc1 | -10.9% | -19.6
82 | CCN1CCN(c2cc(C)c3cc(NC(=S)NCCCOC)ccc3n2)CC1 | ? | /
83 | Cc1ccc(SSc2cc(C)ccc2N)c(N)c1 | ? | /
84 | O=C(Nc1ccc(N2CCN(C(=O)c3cccs3)CC2)cc1)c1cccc(F)c1 | i | -14.5

Other compounds.
entry | Compound | S3 lipid droplet | S3 lipid droplet cell count max
85 | COc1ccccc1N(CN1CCCC1=O)C(=O)c1c(F)cccc1Cl | ? | /
86 | CCN(CC)c1ccc(NC(=O)c2ccco2)c(C)c1 | ? | /
87 | CN(C(=O)c1ccc2c(=O)n3c(nc2c1)CCCCC3)c1ccccc1F | ? | /
88 | CCOc1ccccc1N1CCN(Cc2cccc(OC)c2O)CC1 | -9.5% | 1.5
89 | Cc1ccc2nc(-c3ccc(NC(=S)NC4CC(C)(C)NC(C)(C)C4)cc3)sc2c1 | ? | /
90 | COc1ccc(NC(=O)c2ccco2)cc1NC(=O)c1cccc(F)c1 | ? | /
91 | O=C(COc1coc(CN2CCCc3ccccc32)cc1=O)Nc1ccc([N+](=O)[O-])cc1 | 23.7%[0.0737 µM] | 29.6
92 | COC(=O)c1cn(NC(=O)c2ccc(OC)c([N+](=O)[O-])c2)c(=O)c2ccccc12 | 11.7% | 15.0

In the list so far, these have a furan ring, fused or not.
entry | Compound | S3 lipid droplet | S3 lipid droplet cell count max
17 | O=C(NCc1ccco1)Nc1ccccc1Cl | ? | /
26 | Cc1ccccc1/C=C/C(=O)c1ccc([N+](=O)[O-])o1 | ? | /
28 | COC(=O)c1ccc(CNC(=O)CSc2nc3sc(C)c(C)c3c(=O)n2C)o1 | ? | /
30 | O=C(CNc1ccc(F)cc1F)NC(=O)NCc1ccco1 | -8.3% | -2.0
67 | COC(=O)c1ccc(-c2ccc(C(c3c(C)[nH][nH]c3=O)c3c(C)[nH][nH]c3=O)o2)cc1 | -0.6% | 1.4
75 | COc1ccc(-c2noc(C(C)NC(=O)c3ccco3)n2)cc1OC (stereo not given) | ? | /
86 | CCN(CC)c1ccc(NC(=O)c2ccco2)c(C)c1 | ? | /
90 | COc1ccc(NC(=O)c2ccco2)cc1NC(=O)c1cccc(F)c1 | ? | /
